Screening data: PubChem, The Scripps Research Institute Molecular Screening Center
TTR transcr act = increases transthyretin transcription; SH-SY5Y TTR promoter Gaussia luciferase, luminescence; 100% = recombinant luciferase protein wells; activation, % at 16.7 µM; 92,000 tested, 1.3% active; AID 1117267;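 active = activation above the mean of all tested compounds plus 3 SD, cut at about 9.5% in these data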;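 note: cells exposed to compounds for one day before reading; 0% = median of all test compound wells on the plate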
Active calls of the source: *. An excerpt; the hit share may differ from the screen's.

SMILES	TTR transcr act
Cc1cc(-c2cc(C(=O)NCc3ccccc3)on2)nc(NCC2CC2)n1	-0.2
COc1ccc(C(=O)NC(=O)Nc2cc(C)ccn2)cc1	0.3
COc1cc(C(=O)NCc2cc3ccccc3n2C)cc(OC)c1OC	-0.9
Cc1cccc(N2CCN(S(=O)(=O)c3cnc[nH]3)CC2)c1C	-1.6
COC(=O)C(C(=O)Nc1cccc(Cl)c1C)C1CCCC1 (stereo not drawn)	-0.9
CCOC(=O)N1CCN(C(=O)CSc2ccc(-c3ccccc3OC)nn2)CC1	-1.3
Cc1no[n+]([O-])c1COc1ccccc1/C=C1\NC(=S)NC1=O	-1.6
CCOC(=O)C(NCCc1ccccc1F)(NC(=O)CC)C(F)(F)F (stereo not drawn)	-0.5
COc1ccc(CC(=O)N2CCc3ccccc32)cc1	21.0*
Cc1cnc(NC2=NCCC2)s1	-0.8
O=C1c2ccccc2C(=O)c2c1ccc1c(=O)n(C3CCCCC3)[nH]c21	-0.7
O=S1(=O)CC(O)C(NCCO)C1 (stereo not drawn)	-0.7
CCC(=O)Nc1c2c(nn1-c1ccc(F)cc1)CS(=O)(=O)C2	-2.3
CSc1cccc(NC(=O)CN(Cc2ccc(Cl)cc2)S(C)(=O)=O)c1	-1.7
O=C(CCNc1n[nH]c(=O)[nH]c1=O)N/N=C\c1cccc(OCc2ccccc2)c1	-0.8
COCCSc1ncnc2c1oc1nc3c(cc12)COC(C)(C)C3	-2.2
COC(=O)C1C(c2ccc(Cl)cc2)NC(c2ccc(Cl)cc2)C(C(=O)OC)S1(=O)=O (stereo not drawn)	1.5
CC(C)C[C@H](NC(=O)c1nc[nH]c1C(=O)NCC(=O)OCc1ccccc1)C(=O)OC(C)(C)C	3.1
CCCCc1nc2ccccc2c(NC(=O)CNC(C)(C)C)c1CCC	1.2
COc1ccc(Cc2c(-c3ccccc3)nc3c(C)cc(Br)cn23)c(C)c1	0.0
Cc1cccc(-c2nnc(SCC(=O)NCc3ccc4c(c3)OCO4)n2C)c1	-0.7
Cc1cccc(Nc2nnc(SC/C(O)=C(\C#N)c3nc4ccccc4[nH]3)s2)c1	-0.4
Cc1ccc(C(=O)NCC(C)(C)O)cc1	-1.1
Cc1noc(C)c1C(=O)OCC(=O)NC1CCCCC1C (stereo not drawn)	-0.9
COc1ccc(C2C3=C(CCCC3=O)NC3=C2C(=O)c2ccccc23)cc1 (stereo not drawn)	-5.1
More entries
SMILES	TTR transcr act
O=C(Nc1ccc(S(=O)(=O)Nc2nccs2)cc1)c1ccc(N2C(=O)c3ccccc3C2=O)cc1	-0.7
Cc1ccc(S(=O)(=O)N(C)C[C@@H]2Oc3ccc(NS(=O)(=O)c4ccccc4)cc3CC(=O)N([C@@H](C)CO)C[C@H]2C)cc1	-3.4
COC(=O)c1ccc(C(=O)O)nc1	2.4
CN(CC(=O)NCCCN1CCOCC1)S(=O)(=O)c1ccc(Cl)cc1	-0.9
Cc1ccc(C(=O)NCC(=O)NC2CCCC2)cc1	2.0
C[C@@H]1CCCCO[C@@H](CN(C)C(=O)c2ccccc2)[C@@H](C)CN([C@H](C)CO)C(=O)c2cc(N(C)C)ccc2O1	-0.8
COc1ccc(C)cc1N(CC(=O)N/N=C/c1ccccc1C(=O)O)S(=O)(=O)c1ccccc1	-0.3
NS(=O)(=O)c1ccc(CNC(=O)c2cnccn2)cc1	2.0
CCCC1CCC2(CCCN2CCOC(=O)Nc2cccc(Cl)c2)CC1 (stereo not drawn)	-1.4
COc1cc(C(=O)N(CCCO)Cc2cc3ccc(C)c(C)c3[nH]c2=O)cc(OC)c1OC	-1.8
O=c1[nH]c2ccc(F)cc2[nH]c1=O	3.1
COCCn1c(-c2cccs2)nc2nc3ccccc3nc21	-0.1
O=C(Nc1ccccc1Cl)OC1CC2CC1[C@H]1CCCCN1[C@H]2Cc1ccccc1 (stereo partly drawn)	-0.7
COc1cc(CC2COC(c3ccc(O)c(OC)c3)C2COC(C)=O)ccc1O (stereo not drawn)	2.6
CCOc1cc(C(=O)NCCc2ccc(S(N)(=O)=O)cc2)cc(OCC)c1OCC	19.1*
CCn1c(/C=C/c2ccccc2)nc2ccccc2c1=O	1.2
O=C(NC1CCCC1)C(c1cccnc1)N(C(=O)c1csnn1)c1ccc(F)cc1 (stereo not drawn)	-0.4
CC1(C)Cc2c(sc3[nH]c(=S)n(Cc4ccccc4)c(=O)c23)CO1	-0.3
S=C(Nc1ccccc1)N1CCOCC1	0.9
CCCn1c(C(C)Nc2nc(-c3ccc(C)cc3)cs2)nc2cc(Cl)c(Cl)cc21 (stereo not drawn)	3.3
CCCCN(CC)C(=O)c1cccc(Cl)c1	-1.0
CCOc1cccc(NC(=O)C2CC(=O)N(c3ccc(F)cc3)C2)c1 (stereo not drawn)	4.0
O=C(CC1CCOCC1)Nc1ccc(Cl)c(Cl)c1	-2.2
COc1ccc2nc(C)cc(N/N=C/c3cccc(OC)c3O)c2c1	-2.4
COc1ccc(C(=O)NCCS(=O)(=O)NCc2ccc(C)cc2)cc1	-1.1

An excerpt of these results, field by field:
COc1cc(CC2COC(c3ccc(O)c(OC)c3)C2COC(C)=O)ccc1O (stereo not drawn)
  TTR transcr act = 2.6

CCOc1cc(C(=O)NCCc2ccc(S(N)(=O)=O)cc2)cc(OCC)c1OCC
  TTR transcr act = 19.1*

Later entries
SMILES	TTR transcr act
C[N+](C)(C)CCN1CCc2ccccc21	-0.2
COc1ccc(C(=O)Cc2ccccc2C(=O)O)cc1	-1.0
O=c1cc(-c2ccco2)nc(-c2cccs2)o1	4.4
Cc1ccccc1C(=O)Nc1c(C(=O)N(CCN(C)C)Cc2ccco2)oc2ccccc12	0.7
Nc1nnc(CSCc2ccc(Cl)cc2Cl)s1	-0.9
CN(C)CCCNc1ncnc2scc(-c3ccccc3)c12	-1.9
CCOC(=O)c1ccc(N2C(=O)C=C(N3CCOCC3)C2=O)cc1	3.7
CCOCCCNC(=S)N1CCN(C(=O)C(=O)Nc2ccc(C(=O)OC)cc2)CC1	-0.7
COc1ccc(C(=O)NCCc2c[nH]c3ccccc23)cc1OC	0.8
C/C(=N\NC(=O)c1cccc(F)c1)c1ccc(Br)s1	-1.1
COc1ccc(-c2noc(CCC(=O)Nc3nc4ccccc4s3)n2)cc1	6.1
C/C(=N\NC(=O)CN1CCCCC1)c1cccc([N+](=O)[O-])c1	-1.9
CCOc1cc(C(=O)CSc2nnc(CNc3ccc(Cl)cc3)o2)ccc1NC(=O)CC	-6.5
O=S(=O)(Cc1ccccc1Cl)c1ncn[nH]1	2.4
CSc1c(CC(=O)NCCCO)n(Cc2ccccc2)c2ccccc12	1.7
O=C(NC1CCCCCC1)c1cccnc1Sc1ccc(Cl)cc1	1.8
CC(=O)c1ccccc1OCC(=O)Nc1cccc(S(=O)(=O)N2CCCC2)c1	0.8
O=C(Nc1cccc(F)c1)OCCN1CCCC12CCC(c1ccccc1)CC2 (stereo not drawn)	1.4
O=C(CCCc1ccccc1)Nc1cccnc1	0.4
CC[C@]12c3[nH]c4cc(CCC(=O)N(C)C)ccc4c3CCN1C(=O)[C@@H](CC(=O)NCc1ccc(OC)c(OC)c1)C[C@@H]2C(=O)N1CCN(C(=O)C2CC2)CC1	2.4
O=C1/C(=C/Nc2ccc3c(c2)OCO3)CCc2ccccc21	-1.0
CCOC(=O)N1CCN(c2cc(C)c(C(C)=O)cc2F)CC1	-2.5
CC(C)(C)Sc1ccc(N)nc1	0.1
COCCn1c(C)cc(C(=O)CSc2ncn[nH]2)c1C	3.2
COc1cccc(NC(=O)CSc2nnc(CNC(=O)c3ccccc3)n2C)c1	1.2
Additional results.
SMILES	TTR transcr act
O=C(CCN1C(=O)/C(=C/c2cccs2)SC1=S)Nc1cccc(C(=O)O)c1	-1.0
CCOc1ccc(NC(=O)COc2ccccc2C(=O)NCc2ccccc2)cc1	2.0
CCOc1cc(/C=N/NC(=O)C(N)=O)cc(Br)c1O	-1.2
COc1ccc(CNC(=O)/C(C)=C\C(=O)O)cc1	-0.1
O=C(CS(=O)(=O)c1c[nH]c2ccccc12)NC1CCCCC1	1.2
COc1ccc(N(CC(=O)Nc2cccc(N(C)S(C)(=O)=O)c2)S(=O)(=O)c2ccc(F)cc2)cc1	-1.4
CCc1ccc(N=CC23c4ccccc4C(c4ccccc42)C2C(=O)N(c4ccc(OC)cc4)C(=O)C23)cc1 (stereo not drawn)	-3.0
Cc1cc(C)c(NC(=O)Cn2nc(-c3ccccc3)nc2-c2ccccc2)c(C)c1	2.7
Cc1ccc(N(Cc2ccco2)C(=O)c2ccc(N3CCCCC3)c([N+](=O)[O-])c2)cc1	-2.9
COc1cccc(C2c3c(ncn(-c4ccccc4)c3=N)Oc3ccc4ccccc4c32)c1OC (stereo not drawn)	2.5
CSC1=NCCN1C(=O)COc1ccc2ccccc2c1	1.5
O=C(/C=C\c1ccccc1OC(=O)c1ccccc1F)c1cc2ccccc2o1	-5.3
Cc1nnn(C23C[C@@H]4C[C@@H](CC(C(=O)N5CCN(c6ccccc6)CC5)(C4)C2)C3)n1	-0.7
COc1ccccc1C/C(N)=N/OC(=O)COc1ccc2ccccc2c1	2.8
COc1cc(NC(=O)C2=CC(c3ccco3)=NS(=O)(=O)N2C)cc(OC)c1OC	0.8
COc1ccc(NC(=O)/C(N=Nc2cc(S(=O)(=O)Nc3ccc(OC)cc3)ccc2OC)=C(\C)O)cc1	-0.6
Cc1ccc(-n2c3c(c(=O)[nH]c2=O)C(NS(=O)(=O)c2ccc(Cl)cc2)(C(F)(F)F)C(=O)N3)cc1 (stereo not drawn)	0.9
Cc1c(Cl)cccc1Nc1nc(N)nc(CN2CCc3ccccc3C2)n1	2.6
Cc1ccc(S(=O)(=O)N2c3ccccc3C[C@H]2CCC(=O)c2ccccc2)cc1	-2.1
CC1=NC(=O)C(N=Nc2cccc(O)c2)N1c1ccccc1 (stereo not drawn)	0.6
CCC(C)Oc1nc(C)cc(C)c1S(=O)(=O)c1ccccc1C (stereo not drawn)	1.4
C=Cc1ccc(Cn2nc(-c3ccc(C)cc3)ccc2=O)cc1	1.5
O=C(CCCN1C(=O)/C(=C/c2cccc(Br)c2)SC1=S)NCCCN1CCOCC1	0.4
CC(C)C[C@@H](C(=O)NC1CCN(Cc2ccccc2)CC1)N1C(=O)N2CCc3c([nH]c4ccccc34)[C@@]2(C)C1=O	-2.3
COc1cccc(-c2nc3nc(C)cc(C)n3c2NC2CCCCC2)c1	-1.0
Going on with the list.
SMILES	TTR transcr act
Cc1nc2ccccn2c1C(=O)CSc1cccc(Cl)c1	-3.6
CCn1c(COc2ccc(Cl)cc2)nnc1SCc1nc2ccccc2[nH]1	-2.2
Cc1oncc1-c1csc(-c2ccccc2)n1	3.8
CCOC(=O)CCc1c(C(=O)OCC)[nH]c(CC)c1C(=O)OCc1ccccc1	-0.8
O=C(COc1ccc(Br)cc1)NCCCNC(=O)c1cnccn1	5.9
CC1(C)Nc2ccccc2N(CC(=O)N2CCCCC2)C1=O	1.1
CCOC(=O)C(=O)NCc1ccc(/C=C2/N=C(C)C(C(=O)OCC)=C2O)o1	0.5
CC(=O)O/C(=C\c1cn(C(C)=O)c2ccccc12)C(=O)O	-1.7
Cc1nn(C)cc1CNC(=O)C1(C)CC1(Cl)Cl (stereo not drawn)	1.4
O=C(CSc1nnc(-c2ccc(Br)cc2)n1CCc1ccccc1)NC1CCS(=O)(=O)C1 (stereo not drawn)	-1.5
Cc1cccc2cc(CN(CCN3CCOCC3)C(=O)Nc3ccccc3F)c(=O)[nH]c12	5.2
CC1(C)C2CCC1(C)C(OC(=O)CC(=O)O)C2 (stereo not drawn)	2.4
c1ccc(COc2nsnc2N2CCOCC2)cc1	-1.2
C=CCn1c(CNC(=O)c2ccco2)nnc1SCC(=O)Nc1cccc(F)c1	0.9
Cc1ccc(C)c(OCC(=O)Nc2c[nH]c(=O)[nH]c2=O)c1	-1.3
O=[N+]([O-])c1ccccc1N/N=C1\CCc2ccccc21	-1.0
CC(C)C(=O)Nc1nnc(COc2ccc(Cl)cc2)s1	8.8
CCC1=Nc2ccccc2NC2=C1C(=O)CCC2	-1.3
Cc1nn(CC(=O)NC2CC2)c(C)c1S(=O)(=O)NC(C)(C)C	0.2
CN(C)/C=C/C(=O)c1cc(F)cc(C(F)(F)F)c1	1.3
COc1ccc2c(c1)C(NC(=O)C(F)(F)F)CC2=O (stereo not drawn)	-0.7
CN(C)c1ccc(Nc2ccc([N+](=O)[O-])cn2)cc1	-0.3
COc1ccccc1C(=O)OCC(=O)NC(=O)NCc1ccccc1	1.1
COc1ccc(-c2cn3cc([N+](=O)[O-])ccc3n2)cc1OC	0.6
O=c1cc(-c2ccccc2)[nH]c2ccccc12	0.6
COc1ccc(Cl)cc1C(=O)NC(=S)Nc1nc(C)cc(C)n1	1.3
Cc1cc(C(F)(F)F)cc(NNC(=O)NC(=O)c2ccccc2Cl)n1	-0.8
Cc1ccc(N=Nc2ccc3ccccc3c2O)cc1	-0.5
C[C@@H]1CCCCO[C@@H](CN(C)S(=O)(=O)c2ccc(F)cc2)[C@@H](C)CN([C@H](C)CO)C(=O)c2cc(NC(=O)c3ccccc3)ccc2O1	-0.3

Filtered by structure, those above with an aryl thioether with sulfur outside any ring
SMILES	TTR transcr act
CCOC(=O)N1CCN(C(=O)CSc2ccc(-c3ccccc3OC)nn2)CC1	-1.3
CSc1cccc(NC(=O)CN(Cc2ccc(Cl)cc2)S(C)(=O)=O)c1	-1.7
COCCSc1ncnc2c1oc1nc3c(cc12)COC(C)(C)C3	-2.2
Cc1cccc(-c2nnc(SCC(=O)NCc3ccc4c(c3)OCO4)n2C)c1	-0.7
Cc1cccc(Nc2nnc(SC/C(O)=C(\C#N)c3nc4ccccc4[nH]3)s2)c1	-0.4
CCOc1cc(C(=O)CSc2nnc(CNc3ccc(Cl)cc3)o2)ccc1NC(=O)CC	-6.5
CSc1c(CC(=O)NCCCO)n(Cc2ccccc2)c2ccccc12	1.7
O=C(NC1CCCCCC1)c1cccnc1Sc1ccc(Cl)cc1	1.8
CC(C)(C)Sc1ccc(N)nc1	0.1
COCCn1c(C)cc(C(=O)CSc2ncn[nH]2)c1C	3.2
COc1cccc(NC(=O)CSc2nnc(CNC(=O)c3ccccc3)n2C)c1	1.2
Cc1nc2ccccn2c1C(=O)CSc1cccc(Cl)c1	-3.6
CCn1c(COc2ccc(Cl)cc2)nnc1SCc1nc2ccccc2[nH]1	-2.2
O=C(CSc1nnc(-c2ccc(Br)cc2)n1CCc1ccccc1)NC1CCS(=O)(=O)C1 (stereo not drawn)	-1.5
C=CCn1c(CNC(=O)c2ccco2)nnc1SCC(=O)Nc1cccc(F)c1	0.9
